# Compound activity (PubChem BioAssay)
# FEN1 inhibitor = inhibitors of human flap endonuclease 1; P39748; Recombinant FEN1 flap cleavage, fluorescence, 15 min; Potency, µM (titrated, usually from 114 µM), for inactives: at the highest dose activity change, negative = inhibition, hits mostly inhibitors; 390,000 compounds, 0.35% hits; note: nearly all actives have a fitted effect of over 65% in size
# Target sequence (P39748 whole entry, looked up): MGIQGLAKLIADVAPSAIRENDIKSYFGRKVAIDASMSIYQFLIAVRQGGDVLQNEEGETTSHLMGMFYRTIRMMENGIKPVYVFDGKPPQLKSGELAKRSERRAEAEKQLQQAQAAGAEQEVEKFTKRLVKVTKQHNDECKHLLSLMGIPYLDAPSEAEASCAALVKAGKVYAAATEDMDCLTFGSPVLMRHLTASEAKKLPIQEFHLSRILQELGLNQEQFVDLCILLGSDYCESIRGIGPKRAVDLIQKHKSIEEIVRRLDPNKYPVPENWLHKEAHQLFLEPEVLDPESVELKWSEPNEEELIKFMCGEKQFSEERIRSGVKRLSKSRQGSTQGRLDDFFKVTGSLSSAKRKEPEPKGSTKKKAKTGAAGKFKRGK
#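 FEN1 at 10 nM, compound pretreatment for 15 min (room temperature), 50 nM final substrate to initiate; endpoint reads at 0 and 15 min; DMSO-only plates used as vehicle background.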
# TDP1 cell CPT = growth inhibition of DT40 Tdp1-/-;hTDP1 cells with camptothecin (screen for TDP1 inhibitors). chicken DT40 Tdp1-/-;hTDP1 cells + 20 nM CPT, ATP luminescence, 48 h. Potency, µM (highest dose often 46.2 µM), for inactives: top-dose activity change, negative = growth inhibition, actives largely listed as inhibitors. 420,000 compounds, 12% hits. AID 686979; note: nearly all actives have a fitted effect of over 55% in size
#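 Cell growth measured by CellTiter-Glo luminescence after a minimum 48 h, 37 C compound exposure with 20 nM CPT in Tdp1-knockout DT40 cells stably expressing hTDP1, seeded 400/well; qHTS titration format.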
# N370S GC = N370S glucocerebrosidase modulation, Gaucher chaperone candidate | P04062 | N370S GC spleen homogenate, 4MU-glucoside fluorescence | Potency, µM (top dose mostly 59.4 µM), without a hit: at the highest dose activity change, negative = inhibition, hits mostly inhibitors | 330,000 compounds, 0.092% hits | AID 2101;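 note: 0% = full enzyme activity and -100% = no enzyme basal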
# * = called active by the depositor; ? = inconclusive; . = no result given; [ ] = remark or other dose. Calls come from the whole dose curve; as a rule, active = well fitted curve in the direction sought with a large enough effect; inconclusive = small, poorly fitted or top-dose-only effect, or another doubt; inactive = no such curve, though single readings can be large; an effect the other way counts as inactive or inconclusive. Unless noted, % is set by controls: 0 for no effect and ±100 for the full control effect; potency is the fitted concentration of half-maximal effect.
# Order of values: FEN1 inhibitor	TDP1 cell CPT	N370S GC
> CCCCc1ccc(Nc2nc(N3CCOCC3)nc(N3CCOCC3)n2)cc1
→ 4.0%	?	6.6%
> COc1ccccc1N1CCN(C2CCCN(Cc3cc(F)cc(F)c3)C2)CC1 (stereo not drawn)
→ -11.4%	-20.1%	-7.1%
> CC(C)n1c(SCC(=O)NC2CCCCC2)nnc1-c1ccco1
→ -11.7%	-15.8%	-10.3%
> Cc1nc2nc(NCc3cccs3)nn2c(C)c1Cl
→ -2.4%	-20.4%	5.9%
> O=C(NCCC(=O)N1CCN(S(=O)(=O)c2ccccc2Cl)CC1)Nc1ccccc1
→ 18.5%	-23.9%	.
> COC(=O)CN1C(=O)CSc2ccc(S(=O)(=O)Nc3cccc(C)c3C)cc21
→ 2.3%	?	.
> CCCNS(=O)(=O)c1ccc(OCC(=O)N2CCc3ccccc3C2)c(C)c1
→ 14.0%	4.0%	-11.5%
> COc1ccc(OC)c(CNn2c(-c3ccccc3F)nc3ccccc3c2=O)c1
→ -2.6%	?	-7.2%
> O=C(c1ccc(Cl)c(S(=O)(=O)NCc2ccccc2)c1)N1CCN(c2ccccn2)CC1
→ 1.1%	?	4.4%[12.8 µM]
> CC(=O)N/N=C(\C)CCc1ccccc1
→ -6.0%	3.1%	1.4%
> O=C1CCC(C(=O)OCC(=O)c2ccccc2)N1 (stereo not drawn)
→ 8.6%	?	-1.5%
> Cc1ccccc1NC(=O)C(=Cc1ccc(C(=O)O)cc1)C(=O)Nc1ccccc1C
→ -2.4%	9.2µM*	5.8%
> CC(C)NC(=O)COc1ccc(/C=N/NS(=O)(=O)c2ccccc2)cc1
→ 6.4%	-13.0%	10.0%
> COc1ccc(NC(=O)COC(=O)c2cc(C)oc2C)cc1OC
→ -4.5%	3.0%	.
> Cc1cc(C(=O)COC(=O)Cc2n[nH]c(=O)c3ccccc23)c(C)n1CC(F)(F)F
→ 3.9%	-22.9%	-2.4%
> Cc1c(C(=O)N2CCCCCC2)c(S(=O)(=O)N(Cc2ccccc2)C(C)(C)C)c(C)n1C
→ 2.7%	?	.
> Cc1ccc(NC(=O)CCN2C(=O)C3CCCCC3C2=O)c(O)c1 (stereo not drawn)
→ -8.6%	4.6%	-12.8%
> CC1(C)CC(=O)C(C=Nc2ccncc2)=C(O)C1
→ 5.8%	-27.1%	.
> Cc1ccccc1N1C(=O)C(Oc2ccc(Cl)cc2)C1CNC(C)(C)C (stereo not drawn)
→ -0.1%	?	-19.3%
> C=CCNc1nc(NC(C)(C)CO)nc(OC)n1
→ 1.7%	-16.5%	-8.1%

# Copied from the list.
# `Cc1ccccc1N1C(=O)C(Oc2ccc(Cl)cc2)C1CNC(C)(C)C` (stereo not drawn) | FEN1 inhibitor = -0.1%
# `COC(=O)CN1C(=O)CSc2ccc(S(=O)(=O)Nc3cccc(C)c3C)cc21` | FEN1 inhibitor = 2.3%
# `C=CCNc1nc(NC(C)(C)CO)nc(OC)n1` | FEN1 inhibitor = 1.7%
# `COc1ccccc1N1CCN(C2CCCN(Cc3cc(F)cc(F)c3)C2)CC1` (stereo not drawn) | N370S GC = -7.1%

# (continued)
# Order of values: FEN1 inhibitor	TDP1 cell CPT	N370S GC
> Cc1cc(Cl)ccc1Oc1ncnc2onc(C)c12
→ 0.2%	-16.3%	-16.1%
> O=C(CCN1C(=O)/C(=C/c2ccc(F)cc2)SC1=S)NCCc1cnc[nH]1
→ -23.7%	-26.0%	-6.1%
> Cc1c(NC(=O)Nc2ccccc2C(F)(F)F)sc2nc3n(c(=O)c12)CCC(C)CC3 (stereo not drawn)
→ 5.5%	20.6µM*	.
> COc1cccc(NS(=O)(=O)c2ccc(Br)s2)c1
→ -4.4%	-2.7%	0.3%
> O=C(NC1CC1)C(Cl)c1ccccc1 (stereo not drawn)
→ -11.2%	2.4%	-2.2%
> CCOC(=O)CN1C(=O)N[C@@H](CCc2ccccc2)[C@@H](C(=O)OC)[C@H]1C
→ 13.1%	-7.7%	-6.5%[12.8 µM]
> O=C(O)CSC1c2ccccc2C(=O)N1c1ccccc1 (stereo not drawn)
→ 3.3%	-0.9%	1.1%
> Cc1cc(C(=O)NNC(=S)Nc2cccc(C(F)(F)F)c2)nn1C
→ -2.8%	?	3.7%
> O=C(CCC(=O)OC(C(=O)c1ccccc1)c1ccccc1)Nc1ccccc1 (stereo not drawn)
→ -1.6%	-15.8%	-11.4%
> COc1ccccc1C(=O)N1CCN(C(=O)c2ccncc2)CC1
→ 8.6%	-6.3%	-15.4%

# Reprinted from the part before: five compounds, followed by the next part.
# Order of values: FEN1 inhibitor	TDP1 cell CPT	N370S GC
> CCOC(=O)CN1C(=O)N[C@@H](CCc2ccccc2)[C@@H](C(=O)OC)[C@H]1C
→ 13.1%	-7.7%	-6.5%[12.8 µM]
> O=C(O)CSC1c2ccccc2C(=O)N1c1ccccc1 (stereo not drawn)
→ 3.3%	-0.9%	1.1%
> Cc1cc(C(=O)NNC(=S)Nc2cccc(C(F)(F)F)c2)nn1C
→ -2.8%	?	3.7%
> O=C(CCC(=O)OC(C(=O)c1ccccc1)c1ccccc1)Nc1ccccc1 (stereo not drawn)
→ -1.6%	-15.8%	-11.4%
> COc1ccccc1C(=O)N1CCN(C(=O)c2ccncc2)CC1
→ 8.6%	-6.3%	-15.4%
> COc1ccccc1NC(=O)C1=C(C)Nc2nc(-c3cccs3)nn2C1c1cccc(O)c1 (stereo not drawn)
→ -3.8%	-5.3%	-0.4%
> Cc1nc2ccccc2c(=O)n1/N=C/c1ccccc1OC(F)F
→ 4.3%	-16.9%	-0.3%
> CCC(NC(=O)C(C)NC)C(=O)N1CCCC1C(=O)NC1CCCc2ccccc21 (stereo not drawn)
→ 4.5%	20.2%	.
> C=C(C)C(=O)N1CC2(CC(c3cccc(NC(=O)CC(c4ccccc4)c4ccccc4)c3)=NO2)C[C@H]1C(N)=O (stereo partly drawn)
→ -4.2%	?	-19.0%
> CC(=O)OC1CC2C(C)(C)C(=O)C=C[C@]2(C)C2CC[C@@]3(C)C(c4ccoc4)OC(=O)C4O[C@@]43[C@]12C (stereo partly drawn)
→ .	?	2.2%
> Cc1cccc(NC(=O)c2cc(Cl)nc3ccccc23)c1
→ 5.6%	-23.2%	-5.0%
> O=C(CSc1nnc(-c2cccnc2)s1)Nc1cccc(C(=O)O)c1
→ 7.7%	-1.3%	7.0%
> COc1ccc(NC(=O)CSc2n[nH]c(-c3ccccc3)n2)cc1Cl
→ -10.5%	?	.
> CC(=O)Nc1c(O)cc(Br)c2nonc12
→ -10.4%	2.5%	.
> CCOC(=O)c1c(C)[nH]c(C(=O)COC(=O)[C@H](C)N2C(=O)C3CCCCC3C2=O)c1C (stereo partly drawn)
→ 2.1%	?	.
> Cc1c(C)c2ccc(OCC(=O)N3CCN(c4ccccc4)CC3)cc2oc1=O
→ -4.0%	-23.2%	-17.2%
> CCOC(=O)c1[nH]c2ccc(OC)cc2c1NC(=S)N1CCN(c2cccc(Cl)c2)CC1
→ 6.8%	13.9%	8.0%
> O=C(NCCCn1ccnc1)C(=O)NCc1ccc(Cl)cc1
→ -4.8%	-25.2%	2.4%
> O=C(CNS(=O)(=O)c1cccc(C(F)(F)F)c1)Nc1ccccc1F
→ -1.5%	-25.0%	1.8%
> CCOC(=O)N1CCN(C(=O)C(CC(C)C)NS(=O)(=O)c2ccc3c(c2)oc(=O)n3C)CC1 (stereo not drawn)
→ -15.1%	-8.8%	21.7%
> COc1ccc(OC)c(CN2CCN(C(=O)c3cccc(S(=O)(=O)Nc4ccccc4OC)c3)CC2)c1
→ -7.7%	?	-0.2%
> CCC(CC)NC(=O)c1ccc2c(c1)OCCO2
→ -4.5%	-5.0%	-7.8%
> O=C(Nc1ccc(Br)cc1F)c1ccc2c(c1)N(Cc1ccccc1)C(=O)CS2=O (stereo not drawn)
→ -19.7%	9.2µM*	-4.3%
> O=C(Nc1ccc(Br)cc1)c1cccc(N2C(=O)C3C4CCC(C4)C3C2=O)c1 (stereo not drawn)
→ -14.7%	?	4.5%
> O=C(CN1C(=O)c2cccc3cccc1c23)NCc1cccnc1
→ -2.2%	-2.4%	16.5%
> CN1CCN(S(=O)(=O)c2cccc(C(=O)N(Cc3ccccc3)c3ccccc3)c2)CC1
→ 1.9%	?	.
> CCNC(=O)C1CC(=O)OC12CCCCC2 (stereo not drawn)
→ 0.4%	?	.
> COc1ccc2occ(C(=O)c3coc4ccc(O)c(CN(C)C)c34)c2c1
→ ?	16.4µM*	-2.6%[2.35 µM]
> Cc1ccccc1CSc1nsc(N)n1
→ -13.3%	-4.7%	8.3%
> CC1(C)NC(=O)N(CC(O)COc2ccc(-c3ccccc3)cc2)C1=O (stereo not drawn)
→ -0.6%	-20.1%	-13.9%
> CC(C)n1cnc2c(oc3ccccc32)c1=O
→ 2.0%	-2.7%	-2.3%
> CCOC(=O)N1CCN(c2cc(N(C)CCO)c([N+](=O)[O-])c3nonc23)CC1
→ 8.9%	-9.0%	.
> CCOC(=O)c1cnc(-n2nc(C)cc2C)nc1N1CCOCC1
→ -9.5%	?	3.4%
> Cc1cccc2sc(NC(=O)CCn3cccc3)nc12
→ -8.0%	4.9%	10.4%
> COc1ccc(OC)c(NC(=O)Cn2nc3c(cc2=O)CCCC3)c1
→ 13.3%	-19.8%	.

# Further results
mol	FEN1 inhibitor	TDP1 cell CPT	N370S GC
COc1ccc(-c2nc(Cn3c(SCc4ccccc4F)nc4ccncc43)c(C)o2)cc1OC	3.9%	18.4µM*	.
S=c1nc(-c2ccccc2)c(-c2ccccc2)n[nH]1	4.6%	-9.2%	9.2%
COc1cccc(NC(=O)C(=O)NCCc2ccc(F)cc2)c1	5.2%	0.1%	5.0%
O=C(NC(=S)N1CCCc2ccccc21)c1ccc(Br)cc1	0.8%	7.0%	8.7%
CCNc1ncc2nc(-c3ccc(F)cc3)c(=O)n(C[C@H]3CCCO3)c2n1	.	-1.8%	?
O=C(NCCc1ccccc1)c1ccc2nc3cc(Cl)ccc3c(=O)n2c1	-13.4%	-16.2%	-0.3%
N#Cc1ccccc1Sc1ccccc1C(=O)OCc1nnc(-c2ccccc2)o1	-5.3%	?	20.5%
CCOC(=O)[C@H]1[C@H]2COc3ccc(C)cc3[C@@H]2N2C(=O)c3cc(F)ccc3NC(=O)[C@@]12C	10.9%	?	-20.8%
COc1ccc(C(=O)N2CCN(c3ccc(NC(=O)c4cccnc4)cc3)CC2)cc1	3.7%	?	-8.4%
CC(=O)c1ccc(NC(=O)Nc2ccc(Br)cc2C)cc1	-16.5%	4.5%	-3.4%
CCn1c(SCc2ccc(Cl)c(Cl)c2)nnc1C(C)NC(=O)c1ccc(OC)cc1 (stereo not drawn)	-2.3%	16.4µM*	2.5%
COc1cc(/C=C/C(=O)OCC(=O)Nc2c(C)n(C)n(-c3ccccc3)c2=O)ccc1OCC#N	0.2%	5.3%	-7.6%
O=C(O)CN1C(=O)C2C3CC(C2C1=O)C1C(c2ccc(F)cc2)c2sc(=O)[nH]c2SC31 (stereo not drawn)	-2.5%	10.1%	-0.1%
COc1ccccc1CC(=O)NNS(=O)(=O)c1cccc([N+](=O)[O-])c1	15.2%	15.5%	-8.5%
COc1ccc(N/C=C(\C#N)S(=O)(=O)c2ccc(OC)cc2)cc1	0.5%	-0.1%	-11.4%
O=c1c(-c2ccc(Cl)cc2)coc2c(CN3CCCCC3)c(O)ccc12	-9.7%	-1.2%	5.1%
O=C(N/N=C\c1cccc(Cl)c1)c1ccc(Cn2cc(Br)c([N+](=O)[O-])n2)o1	-7.1%	-4.7%	26.1%
C=CCn1c(=O)c2c(nc(-n3nc(C)cc3C)n2C)n(C)c1=O	10.0%	-19.4%	-8.8%
CC(=O)c1ccc(OCc2cn(CC(=O)c3ccc(O)cc3)nn2)cc1	-7.1%	1.2%	.
Cc1nc2ccccc2n1CCOc1ccc(F)cc1	10.3%	?	-7.7%
O=C(Cn1c(-c2cccs2)cc2ccccc21)N1CCN(c2ccc(F)cc2)CC1	2.6%	?	.
CCCc1cc(=O)oc2cc(Oc3ncccn3)ccc12	3.2%	-9.7%	-6.4%
COc1ccc(S(=O)(=O)N2CCCCCC2)cc1C(=O)NCCc1ccc(F)cc1	5.5%	?	.
O=C(N/N=C/C=C\c1ccccc1[N+](=O)[O-])c1cc(-c2ccc3ccccc3c2)n[nH]1	-16.3%	?	-4.0%
CC(/C=N/NC(=O)c1cc(-c2ccncc2)nc2ccccc12)=C\c1ccco1	-11.5%	2.59µM*	-25.4%
Cc1cc(C(=O)COc2ccc(F)cc2Br)c(C)n1C	-1.5%	-11.7%	7.9%
COc1ccc(CCNC(=O)c2cc3c(=O)n4ccccc4nc3n(Cc3ccco3)c2=N)cc1OC	-0.8%	20.6µM*	-17.3%
C=CCn1c(SCC(=O)N2CCOCC2)nc2ccccc2c1=O	15.7%	-24.2%	8.9%
CC1CCc2sc3ncnc(N4CCN(CCO)CC4)c3c2C1 (stereo not drawn)	13.8%	-3.9%	?
O=C(CCCNC(=O)c1ccc(Cl)cc1)Nc1cccc(F)c1	-16.1%	-0.5%	-4.9%
O=C(CN1CCN(S(=O)(=O)c2ccc3ccccc3c2)CC1)Nc1ccc(N2CCOCC2)cc1	-6.7%	6.6%	-3.0%

# The list is partial; rates above refer to the full screens.
